# Screening results deposited in PubChem BioAssay by The Scripps Research Institute Molecular Screening Center.
# CHRM1 antagonist = human M1 muscarinic receptor antagonists, primary screen, CHO-K1 cells, Fluo-8 calcium fluorescence, 1536-well; Muscarinic acetylcholine receptor M1 (Homo sapiens), P11229; CHO-K1 hM1, ACh EC80 antagonist; inhibition, % at 3 µM; hit rate 1.3% among 360,000;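 active means percent inhibition above its own plate's cutoff, namely the mean of that plate's compound wells plus 3 SD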;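 further: peak over basal fluorescence ratio during 140 s after agonist addition; 0% = ACh EC80 plus DMSO and 100% = DMSO alone without agonist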
# Target sequence (P11229 whole entry, looked up): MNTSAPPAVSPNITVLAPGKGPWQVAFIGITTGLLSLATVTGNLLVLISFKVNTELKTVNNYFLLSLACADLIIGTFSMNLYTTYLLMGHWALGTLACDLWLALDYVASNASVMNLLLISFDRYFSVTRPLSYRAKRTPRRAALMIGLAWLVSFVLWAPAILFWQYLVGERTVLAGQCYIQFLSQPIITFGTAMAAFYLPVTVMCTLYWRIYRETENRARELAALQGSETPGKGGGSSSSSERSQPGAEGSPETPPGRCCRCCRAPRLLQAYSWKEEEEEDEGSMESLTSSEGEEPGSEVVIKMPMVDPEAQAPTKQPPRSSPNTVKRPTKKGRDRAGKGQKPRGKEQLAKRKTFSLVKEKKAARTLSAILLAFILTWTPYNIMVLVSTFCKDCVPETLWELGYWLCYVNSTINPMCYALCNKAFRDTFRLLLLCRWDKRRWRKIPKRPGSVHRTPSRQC
# TAAR1 ag = human TAAR1 agonists, primary screen, Fluo-8 calcium fluorescence, CHO RD-HGA16 cells; activation, % at 3 µM; hit rate 0.99% among 360,000; vehicle wells 0%, saturating PEA agonist 100%; Trace amine-associated receptor 1 (Homo sapiens), Q96RJ0;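 active means activation above the mean activation of all test compounds in the run plus 3 SD, cut at about 38% in these data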
#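 Test system: RD-HGA16 (CHO) cells co-expressing Gα16 and hTAAR1 / Benchmarks: DMSO vehicle as 0%, PEA at EC100 as 100% / Repeats: no replicates (n 1) / Measure: % activation from peak over basal fluorescence ratio, DMSO-to-PEA scaled / Timing: 17-24 h plating, Fluo-8 75 min 37 °C, 30 min RT / Technique: kinetic Fluo-8 calcium fluorescence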
# CHRM1 agonist = human M1 muscarinic receptor agonists, primary screen, Fluo-8 calcium fluorescence, CHO-K1 cells, HTS | activation, % at 3 µM | CHO-K1 hM1, agonist mode; 0% DMSO, 100% acetylcholine EC100 | hit rate 0.33% among 360,000 | AID 588814, 2011 | Muscarinic acetylcholine receptor M1 (Homo sapiens), P11229;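 active means activation above the run's mean compound activation plus 3 SD, cut at about 16% in these data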;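 further: peak over basal fluorescence ratio within a 140 s kinetic read after compound addition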
# OXTR ag = human OXTR agonists, primary screen, fluorescence, CHO-OTR cells, Fluo-8 calcium. Oxytocin receptor (Homo sapiens), P30559. hit rate 0.32% among 320,000. activation, % at 3 µM. Fluo-8 calcium fluorescence; normalized: DMSO 0%, oxytocin 100%;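 active means activation above the mean of all tested compounds plus 3 SD, cutoff set per screening run, cut at about 20% in these data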;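 further: peak over basal fluorescence ratio from a 100 s FLIPR kinetic read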
# OXTR potentiate = human OXTR potentiators, primary screen, fluorescence, CHO-OTR cells, Fluo-8 calcium | activation, % at 3 µM | hit rate 0.061% among 320,000 | Fluo-8 calcium fluorescence, potentiator mode; 0% = oxytocin EC15, 100% = EC100 | Oxytocin receptor (Homo sapiens), P30559 | AID 2445, 2010;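 active means activation above that plate's cutoff, the mean activation of tested compounds plus 3 SD, cut at about 6.6% in these data, passing the limit was not always enough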;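 further: 100% uses oxytocin at 75 nM as the full agonist control; some results filed as inactive read as strong as hits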
#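 Material: CHO-OTR cells, human receptor; compound dosing: single dose, 3.0 µM nominal final compound concentration; schedule: 6 min compound pre-incubation at room temperature, 100 s kinetic read; measured by: kinetic Fluo-8 calcium fluorescence; read-out basis: % activation vs EC15 and EC100 oxytocin; controls: EC15 oxytocin alone as 0%, 75 nM oxytocin as 100%; replicates: singlicate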
# CHO parental Ca = ATP-evoked calcium signal inhibitors, parental CHO, primary screen, counter-screen for OX1R antagonist project, cell-based, fluorescence, Fluo-8 calcium dye; parental CHO-K1, ATP-induced calcium, Fluo-8 fluorescence; inhibition, % at 5.6 µM; hit rate 0.63% among 330,000;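 active means inhibition above that plate's mean sample inhibition plus 3 SD, cut at about 26% in these data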;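 further: 0% = ATP-challenged DMSO wells and 100% = DMSO wells without ATP; some compounds past the cut are filed as inactive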
#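 Material: parental CHO cells / Compound: single nominal dose of 5.6 µM per compound / Signal: Fluo-8 fluorescence / Replicates: singlicate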
# TAAR1 antag = human TAAR1 antagonists, primary screen, Fluo-8 calcium fluorescence, CHO RD-HGA16 cells; hit rate 1.5% among 360,000; inhibition, % at 3 µM; AID 624466, 2012; antagonist;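 active means inhibition above a per-plate cutoff, the mean inhibition of test compounds on that plate plus 3 SD, cut at about 49% in these data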;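 further: 0% = DMSO plus EC80 beta-PEA response and 100% = DMSO alone without agonist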
#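 Test system: CHO RD-HGA16 cells bearing hTAAR1 | Reagent: β-PEA, EC80 | Compound dosing: 3 µM, single point | Schedule: Dye loading 75 min at 37 °C, then 30 min room temperature | Signal: Calcium fluorescence with Fluo-8 | Evaluation: Percent inhibition of PEA-evoked calcium signal, max/basal emission ratio | Control set: DMSO-only wells and EC80 β-PEA-stimulated wells | Repeats: Singlicate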
# M1 PAM = human M1 muscarinic receptor positive allosteric modulators, primary screen, CHO-K1 cells, Fluo-8 calcium fluorescence, 1536-well | CHO-K1 hM1, ACh EC20; 0% = ACh EC20, 100% = maximal ACh | hit rate 0.088% among 360,000 | Muscarinic acetylcholine receptor M1 (Homo sapiens), P11229 | activation, % at 3 µM; in the data active means activation above about 19%, passing the limit was not always enough
# V1R ag counter = agonists of human V1a receptor, primary screen, counter-screen for OXTR agonist project, fluorescence, CHO-V1R cells; Vasopressin V1a receptor (Homo sapiens), P37288; Fluo-8 calcium fluorescence, agonist mode; 0% DMSO, 100% 3 nM vasopressin; activation, % at 3 µM; hit rate 0.25% among 320,000; AID 2797, 2010;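 active means activation above the mean activation of all tested compounds plus 3 SD, per screening run, cut at about 20% in these data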;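 further: signal is peak over basal fluorescence ratio across a 100 second FLIPR read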
# Target sequence (P37288 whole entry, looked up): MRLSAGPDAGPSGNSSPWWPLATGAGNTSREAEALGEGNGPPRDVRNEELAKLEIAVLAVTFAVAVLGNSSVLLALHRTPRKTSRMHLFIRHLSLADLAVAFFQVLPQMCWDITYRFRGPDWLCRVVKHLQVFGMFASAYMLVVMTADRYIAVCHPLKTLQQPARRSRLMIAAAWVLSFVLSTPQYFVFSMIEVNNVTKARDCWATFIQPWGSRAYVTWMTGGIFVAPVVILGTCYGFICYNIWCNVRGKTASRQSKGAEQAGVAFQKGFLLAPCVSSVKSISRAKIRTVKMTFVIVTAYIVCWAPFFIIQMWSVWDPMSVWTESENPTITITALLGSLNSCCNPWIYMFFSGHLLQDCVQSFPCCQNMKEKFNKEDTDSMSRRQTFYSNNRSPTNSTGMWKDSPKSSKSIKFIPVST
# An asterisk follows results filed as active; nt = no result given. Hits appear at their usual frequency (roughly 3.7% active in at least one column).
SMILES,CHRM1 antagonist,TAAR1 ag,CHRM1 agonist,OXTR ag,OXTR potentiate,CHO parental Ca,TAAR1 antag,M1 PAM,V1R ag counter
CC1(C)Oc2ccc(C(=O)NC3CCCC3)cc2N(CC(=O)NC2CCCCC2)C1=O,7.3,1.8,-6.0,-1.4,3.4,-10.8,-4.2,3.8,-0.1
Cc1ccc(Nc2cccc(C(F)(F)F)c2)nn1,4.0,0.5,-7.4,-1.6,-0.4,-7.4,7.6,5.9,-1.9
O=C(C(c1ccccc1)N1CCOCC1)N1CCOCC1 (stereo not given),-5.2,7.4,-3.1,0.5,-8.0,0.6,-8.4,0.7,-0.5
C=CCOC(=O)C1=C(C)NC(=O)NC1c1ccc(N(C)C)cc1 (stereo not given),-1.3,3.2,-4.1,0.3,3.7,-7.2,6.5,3.7,0.4
CCOC(=O)C(NC(=O)CC(C)C)(Nc1sc(C)c(CC)c1C#N)C(F)(F)F (stereo not given),5.0,1.4,-11.7,-1.2,6.3,-24.7,8.5,-6.7,0.2
O=C(COC(=O)c1ccc(F)cc1)NCCCc1ccccc1,-7.6,2.6,-2.7,-0.9,-1.5,-2.4,-0.7,1.6,11.8
COC(=O)c1ccc(C2C(Oc3ccc(OC)cc3)C(=O)N2CCc2ccc(F)cc2)cc1 (stereo not given),-2.7,3.1,-2.0,1.5,-16.1,-8.8,15.3,4.1,4.7
CN(C(=O)c1cncc(Br)c1)c1c(N)n(Cc2ccccc2)c(=O)[nH]c1=O,-7.4,1.2,-2.6,0.1,-7.4,3.3,-6.1,7.1,-0.1
Cc1ccc(NC(=O)CSc2nc3[nH]ncc3c(=O)[nH]2)cc1,3.3,9.9,-6.0,0.2,-6.2,-3.7,-7.4,7.2,0.5
CN1C(=O)CC(N2CCN(c3ccc(Cl)c(Cl)c3)CC2)C1=O (stereo not given),-8.6,2.8,0.7,6.7,-6.7,3.5,-1.9,7.6,6.1

# 2 neighbouring compounds already listed, for reference:
SMILES,CHRM1 antagonist,TAAR1 ag,CHRM1 agonist,OXTR ag,OXTR potentiate,CHO parental Ca,TAAR1 antag,M1 PAM,V1R ag counter
Cc1ccc(NC(=O)CSc2nc3[nH]ncc3c(=O)[nH]2)cc1,3.3,9.9,-6.0,0.2,-6.2,-3.7,-7.4,7.2,0.5
CN1C(=O)CC(N2CCN(c3ccc(Cl)c(Cl)c3)CC2)C1=O (stereo not given),-8.6,2.8,0.7,6.7,-6.7,3.5,-1.9,7.6,6.1

# Continued:
SMILES,CHRM1 antagonist,TAAR1 ag,CHRM1 agonist,OXTR ag,OXTR potentiate,CHO parental Ca,TAAR1 antag,M1 PAM,V1R ag counter
CCc1ccc(C2CC(c3cccc(Cl)c3)n3nc(N)nc3N2)cc1 (stereo not given),-2.7,3.6,-2.8,2.5,-1.5,-21.6,-2.9,-1.8,3.5
O=C(CNc1cccc2ccccc12)N/N=C/c1ccc[nH]1,-6.6,2.0,-3.6,1.9,-2.1,-8.5,-19.9,1.9,0.8
Oc1cc2ccccc2cc1-c1n[nH]c(=S)n1Cc1ccco1,3.0,5.8,-3.0,1.9,-9.9,-14.2,-1.1,7.7,2.5
O=C(NNC(=S)NC(=O)C12CC3CC(CC(C3)C1)C2)c1ccncc1,15.4,155.3*,58.2*,61.1*,-14.2,28.9,93.0*,-22.8,70.7*
COc1ccc(OC)c(S(=O)(=O)NC2CCCCC2)c1,0.0,14.5,-6.1,-0.5,-3.0,2.6,-5.7,-2.2,-1.2
Cc1ccc(N2CCN(S(=O)(=O)N(C)C)CC2)c(C)c1,-12.5,-0.7,-1.3,-1.6,-1.0,-6.3,-17.5,5.1,-0.3
Nc1ncc(Br)cc1S(=O)(=O)NCCC(=O)Nc1cccc(Cl)c1,5.8,4.5,-7.1,10.6,-10.8,-1.5,11.3,-2.5,3.8
COc1c(Cl)cc(C(=O)Nc2ccccc2-c2ccccc2)cc1Cl,nt,6.4,nt,-0.6,-8.2,-31.9,2.7,nt,1.0
COC(=O)c1nn(-c2cccc(C(F)(F)F)c2)ccc1=O,2.3,-1.2,0.9,0.0,-4.6,-2.9,-7.7,-1.2,0.9
O=C(c1cccs1)N1C[C@@H](O)[C@H](n2cc(C3CC3)nn2)C[C@@H]1c1ccccc1,-20.5,0.3,-2.7,nt,nt,nt,9.0,9.6,nt
O=C(O)c1cn(-c2ccc(F)cc2)c(=O)c2ccccc12,1.2,3.5,-4.4,-0.2,-8.7,-1.3,20.4,-4.4,-0.1
COc1ccccc1-c1cc(NC(C)=O)c2ncc(-c3ccc(S(C)(=O)=O)cc3)n2c1,-3.4,10.7,-2.4,nt,nt,nt,10.0,-4.8,nt
CCOC(=O)c1ccc(CNC(=O)C2CCCCC2C(=O)OCC(F)(F)F)o1 (stereo not given),14.9,2.5,-5.3,-0.2,-6.1,-15.3,-20.2,-16.2,0.5
CCOc1ccc([C@@H]2CC=C(C(=O)O)[C@H](c3ccc(F)cc3)N2S(=O)(=O)c2ccc(C)cc2)cc1,2.9,13.0,-5.1,-0.1,-11.3,-9.4,15.2,-2.6,-0.2
CCOC(=O)c1c(C)[nH]c(C(=O)COC(=O)COc2ccc(OC)cc2)c1C,-6.2,9.1,3.0,-0.6,-6.5,-17.0,3.7,6.7,2.9
CN(C)S(=O)(=O)c1ccc(Cl)c(NC(=O)COC(=O)CC(NC(N)=O)c2ccc(Cl)cc2)c1 (stereo not given),-0.8,2.4,-2.7,0.2,-2.7,-11.2,-7.3,3.5,1.9
O=C1CCCc2[nH]c3cccc(/C(=C/c4ccccc4)c4ccccc4)c3c21,1.4,4.8,-6.0,-1.1,-9.4,4.4,16.1,-3.6,0.4
CCN(CC)c1ccc(/C=N\NC(=O)c2cccc3cc[nH]c23)cc1,6.1,-0.4,-5.2,-2.7,-5.7,-15.6,3.6,-3.0,-1.2
O=C(COC(=O)c1ccc(Br)cc1)NC(=O)NCc1ccccc1,2.6,5.6,-5.5,-0.7,-7.1,7.2,-3.2,-1.9,0.5
CSCCC(NC(=O)/C(=C/c1ccco1)NC(=O)c1ccc(Br)o1)C(=O)O (stereo not given),-10.2,-1.2,-1.5,0.2,-4.7,2.5,-6.1,5.1,0.4
COC(=O)Nc1ccc(S(=O)(=O)N2CCN(CCN3C(=O)C4C5C=CC(C5)C4C3=O)CC2)cc1 (stereo not given),-6.7,5.2,0.5,-0.5,1.1,-13.8,-8.4,8.0,-0.1
CCCn1nnnc1NCc1ccc(OC)cc1OC,-21.5,-1.1,-0.8,6.1,-1.8,-8.5,6.7,10.7,1.6
COc1ccc(N2CCN(C(=O)c3cccn4c(=O)c5ccccc5nc34)CC2)cc1,-15.8,4.3,-3.1,-0.4,-5.7,-6.1,-22.0,9.7,1.0
Cc1sc(NC(=O)c2ccco2)c(CN2CCN(c3ccccc3)CC2)c1C,-5.5,-1.1,9.9,-0.8,-5.5,-43.8,7.5,3.2,-0.9
COc1cc(/C=C2/SC(=S)N(CC(=O)NNC(=O)c3ccc(F)cc3)C2=O)cc(OC)c1OC,-10.9,2.0,0.9,nt,nt,nt,-10.6,10.2,nt
O=C(CNC(=O)c1ccco1)N/N=C/c1ccccc1[N+](=O)[O-],-12.6,4.6,-5.3,0.2,-3.3,-4.8,4.0,4.1,-0.1
O=C(Nc1cccc2ccccc12)c1ccc(F)cc1,-7.2,4.7,-4.6,0.3,-5.3,3.1,15.8,10.3,2.4
COc1cccc(C(c2nnnn2Cc2ccc(F)cc2)N2CCC(C(N)=O)CC2)c1OC (stereo not given),-0.3,17.0,-3.0,1.0,-2.0,-17.9,-9.7,-1.6,0.3
COc1ccc(C(Nc2ccccn2)c2c(NC(=O)c3ccco3)sc(C)c2C)cc1 (stereo not given),9.3,4.1,-7.5,-2.0,-3.0,-23.2,1.5,-8.2,-0.7
COc1ccc(CC(=O)Nc2cccc(-c3nnc(-c4ccccc4)o3)c2)cc1OC,29.5*,29.0,2.1,nt,nt,nt,71.4*,-15.8,nt
CCc1ccc(OCC(=O)O/N=C(\N)c2ccccn2)cc1,-16.4,1.4,-4.3,nt,nt,nt,-17.8,8.2,nt
O=C(C/C=N\OCc1ccc([N+](=O)[O-])cc1)Nc1ccccc1,-6.7,10.5,-10.1,2.5,-6.6,-3.5,-22.2,6.4,3.0
O=[N+]([O-])c1cnn(-c2nc(-c3ccccc3)cc(C(F)(F)F)n2)c1,-1.6,-0.8,-2.0,0.5,6.8,-4.6,-11.1,0.8,0.4
Cc1cc2nc(-c3cccnc3SCC(=O)NC(C)C)[nH]c2cc1C,11.3,1.2,-3.3,0.0,-4.1,-15.9,16.8,8.8,0.5
Cc1ccc(Nc2c(-c3ccccc3O)nc3cnccn23)cc1,4.6,-1.9,-8.5,-1.6,-24.3,-19.3,-15.3,-1.0,-1.1
C=CCn1c(=O)c(C(=O)NCCc2ccccc2)c(O)c2ccccc21,-11.3,10.6,0.0,4.5,2.7,-38.2,-1.7,3.9,2.1
COC(=O)c1sc(S(=O)(=O)Nc2ccc(Br)cc2)c(C(=O)OC)c1C,2.4,3.5,-4.9,0.2,-1.7,-9.7,20.4,-1.6,0.4
CCOC(=O)c1cc(CNC(=O)c2c(C)oc3c2CCCC3)c(C)o1,-9.4,4.1,-2.2,0.6,-15.3,-9.9,1.1,9.7,-0.4
C/C(=N\OCC(=O)OCC(=O)Nc1cc(S(C)(=O)=O)ccc1Cl)c1ccc2c(c1)OCO2,11.2,2.4,-1.4,1.0,0.2,-15.7,-10.7,-2.3,2.6
Nc1ccc(C(=O)Nc2ccc(NC(=O)c3ccco3)c(O)c2)cc1,-11.2,1.5,-6.2,0.7,-10.2,1.0,5.7,3.5,1.0
CS(=O)(=O)N1CCC(Oc2ccccc2C(=O)N2CCCCC2CO)CC1 (stereo not given),-10.5,6.5,-3.2,0.9,-0.5,-6.2,17.0,11.2,1.0
